Compound activity as filed in PubChem.
AmpC inh no detg – AmpC beta-lactamase inhibition without detergent. actives 0.52% (n = 330,000). P00811. Potency, µM (titrated, usually from 57.1 µM), for the others: at the highest dose activity change, negative = inhibition, most hits filed as inhibitors. AID 485341. AmpC nitrocefin hydrolysis, absorbance 480 nm, 0.0001% Triton;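 note: potency is the fitted concentration of half-maximal effect; plate controls were no compound for no effect and no enzyme for full effect; nearly all actives have a fitted effect of over 20% in size; some results filed as inactive show a strong effect at the top dose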
Target sequence (P00811 whole entry, looked up): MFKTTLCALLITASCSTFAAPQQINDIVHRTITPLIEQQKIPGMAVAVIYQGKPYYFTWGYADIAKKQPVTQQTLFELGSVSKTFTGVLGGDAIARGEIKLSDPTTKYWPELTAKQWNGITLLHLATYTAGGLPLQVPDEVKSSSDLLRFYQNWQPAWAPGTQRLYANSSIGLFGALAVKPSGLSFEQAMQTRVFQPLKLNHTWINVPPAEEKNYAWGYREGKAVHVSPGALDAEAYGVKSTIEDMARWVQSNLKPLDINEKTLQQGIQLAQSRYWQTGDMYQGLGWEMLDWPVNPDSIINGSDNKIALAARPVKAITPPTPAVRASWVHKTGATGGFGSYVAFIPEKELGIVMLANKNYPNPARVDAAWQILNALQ
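20 mM phosphate pH 7.0 + 0.01% (detergent screen) or 0.0001% Triton X-100; 5.3 nM AmpC reagent; cpd preinc 15 min RT; nitrocefin (800 uM stock) to start; A480 q20 s × 4 min; Activity was normalised to no-enzyme and no-compound control wells.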
HCMV antiviral – human cytomegalovirus inhibition; HFF cells, HCMV-luciferase reporter, 72 h; hits give low values; activity change, negative = inhibition, % at 57.5 µM; actives 4.5% (n = 410,000); AID 1259415; in the data active = activity change below about -60%; inconclusive = no clear call, values can overlap the other calls; inactive = above about -39%
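Two-dose cell screen: HFF monolayers treated with compounds and infected with luciferase-expressing HCMV at 1 PFU/cell, 72 h at 37C, then lysed for luciferase measurement.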
FBPA Giardia inh – inhibitors of Giardia lamblia fructose-1,6-bisphosphate aldolase | actives 0.71% (n = 290,000) | A8B2U2 | AID 2451 | purified Giardia FBPA | Potency, µM (titrated, usually from 59.6 µM), inactives show at the top dose activity, negative = inhibition, usual class: inhibitors; note: potency is the fitted concentration of half-maximal effect; nearly all actives have a fitted effect of over 55% in size
Target sequence (A8B2U2 whole entry, looked up): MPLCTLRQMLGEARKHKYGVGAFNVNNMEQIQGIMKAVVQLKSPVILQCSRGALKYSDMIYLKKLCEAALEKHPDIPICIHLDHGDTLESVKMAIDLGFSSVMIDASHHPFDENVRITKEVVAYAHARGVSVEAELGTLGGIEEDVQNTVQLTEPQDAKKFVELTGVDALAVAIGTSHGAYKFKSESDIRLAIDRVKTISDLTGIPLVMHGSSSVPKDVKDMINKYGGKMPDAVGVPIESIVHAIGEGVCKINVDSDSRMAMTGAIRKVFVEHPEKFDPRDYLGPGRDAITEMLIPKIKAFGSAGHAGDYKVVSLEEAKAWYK
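40 nM FBPA preincubated 10 min at RT with compound (up to 57.5 uM final), then substrate plus GAPDH/TPI/NAD/arsenate coupling and diaphorase/resazurin added. Fluorescence read after 20 min at RT, 525/598 nm.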
AMA1-RON2 inh – disrupts binding of P. falciparum AMA1 to RON2; AlphaScreen AMA1-biotinylated RON2 peptide binding; Potency, µM (titrated, usually from 58.2 µM), for inactives: at the highest dose activity change, negative = inhibition, hits mostly inhibitors; actives 0.2% (n = 360,000);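 note: potency is the fitted concentration of half-maximal effect; 0% = vehicle wells and -100% = peptide control; nearly all actives have a fitted effect of over 45% in size; some results filed as inactive show a strong effect at the top dose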
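AMA1 (3D7) with his tag at 25 nM final met compounds first, then biotinylated RON2 peptide at 25 nM; detection used donor plus acceptor beads, 10 µg/mL apiece, read by AlphaScreen after 30 min at room temperature.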
Sm TGR block – blocks Schistosoma mansoni thioredoxin glutathione reductase | purified TGR, DTNB reduction, TNB absorbance 405 nm | Potency, µM (highest dose often 114 µM), inactives show top-dose activity change, negative = inhibition, actives largely listed as inhibitors | actives 3% (n = 360,000); note: potency is the fitted concentration of half-maximal effect; nearly all actives have a fitted effect of over 60% in size
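TGR 20 nM + NADPH 100 uM (dispensed conc.), cpd preinc 15 min RT; start with NADPH (500 uM addition) then DTNB (15 mM addition). Kinetic TNB absorbance, 405 nm filter. Four-parameter Hill fit across titration.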
AmpC inh detg – blocks E. coli AmpC beta-lactamase in detergent assay | Potency, µM (doses to about 114 µM), without a hit: top-dose activity change, negative = inhibition, most hits filed as inhibitors | AmpC hydrolysis of nitrocefin, absorbance 480 nm, 0.01% Triton | actives 0.041% (n = 370,000) | P00811;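 note: potency is the fitted concentration of half-maximal effect; 0% = no-compound wells and -100% = no-enzyme wells; nearly all actives have a fitted effect of over 25% in size; some results filed as inactive show a strong effect at the top dose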
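20 mM phosphate pH 7.0 + 0.01% (detergent screen) or 0.0001% Triton X-100; 5.3 nM AmpC reagent; cpd preinc 15 min RT; nitrocefin (800 uM stock) to start; A480 q20 s × 4 min; Activity was normalised to no-enzyme and no-compound control wells.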
* hit, by the source's call; ? = inconclusive; nt = not tested or not shown; & = joins results of further samples; [ ] = another dose, or the depositor's remark. Unless noted, calls come from the whole dose curve; as a rule, active = well fitted curve in the direction sought with a large enough effect; inconclusive = small, poorly fitted or top-dose-only effect, or another doubt; inactive = no such curve, though single readings can be large; an effect the other way counts as inactive or inconclusive. Unless noted, % is set by controls: 0 for no effect and ±100 for the full control effect.

SMILES	AmpC inh no detg	HCMV antiviral	FBPA Giardia inh	AMA1-RON2 inh	Sm TGR block	AmpC inh detg
CCSc1ccc(C(=O)Nc2ccc(-c3nc4ccc(C)cc4s3)cc2)cc1	nt	40	nt	nt	35%	2%
COCCNC(=O)/C(C#N)=C/c1c(N2CCCCCC2)nc2c(C)cccn2c1=O	98%[activator]	-37	-4%	0%	-4%	1%
CC1CCN(CC(O)COc2ccc(F)cc2)CC1 (stereo not drawn)	-9%	-34	1%	16%	0%	?
COc1ccc(C(=O)c2no[n+]([O-])c2C(=O)c2ccc(OC)cc2)cc1	-14%	-105*	?	-3%	0.35µM*	1%
Cc1ccc(Cn2c(C(=O)O)cc3sccc32)cc1	-4%	1	21%	10%	-33%	?
Cc1ccc2nc(-c3ccc(NC(=O)COc4c(C)ccc(C)c4C)cc3)sc2c1	nt	98	nt	nt	-8%	1%
O=C(CN1C(=O)C2CCCCC2C1=O)OCC(=O)c1ccc(Cl)s1 (stereo not drawn)	-6%	46	4%	10%	5%	8%
COc1ccc(Cn2c(C(=O)O)c(CNCCc3cc(OC)ccc3OC)c3ccc(C)cc32)cc1	nt	-105*	nt	nt	6%	15%
COc1cccc2cc(C(C)N(CCCN3CCOCC3)C(=S)Nc3cccc(C)c3)oc12 (stereo not drawn)	117%[activator]	-13	-1%	7%	8%	-10%
CN(C)S(=O)(=O)n1cc(/C=C(\NC(=O)c2ccccc2)C(=O)N2CCOCC2)c2ccccc21	51%	-36	-1%	2%	-15%	-8%
CCOC(=O)c1ccc(OS(=O)(=O)c2ccccc2)c(OC)c1	-20%	10	-6%	0%	7%	1%
O=C(CNC(=O)Cn1cnc2sc3c(c2c1=O)CCCC3)NCc1ccccn1	20%	-19	-10%	20%	-12%	-8%
Cn1cccc1CC(=O)NNC(=O)Nc1ccc(F)cc1	-20%	-25	-1%	44%[activator]	-14%	?
O=C(NCCc1ccccc1)C1CCC(CNS(=O)(=O)c2ccc(Cl)cc2)CC1 (stereo not drawn)	nt	0	nt	nt	14%	-7%
O=C(N/N=C/c1cc(Cl)ccc1O)c1ccccc1Br	-31%	-100*	12%	99%[activator]	4%	5%
CCOC(=O)c1c(S(=O)(=O)NCCc2ccco2)c(C)n(C)c1C	-13%	-7	0%	-3%	-16%	?
Cc1ccc(CNC(=O)c2ccc(Cn3c(=O)c4ccccc4n(CC(=O)Nc4ccc(C)cc4)c3=O)cc2)cc1	nt	20	nt	nt	0%	14%
CCOC(=O)c1cnc2c(C(=O)OC)cccc2c1NCc1ccco1	2%	98	-4%	37%[activator]	?	-4%
CC(=O)Oc1ccc2c(c1)C(=O)c1ccccc1CO2	-29%	11	-8%	-5%	?	-6%
O=C(c1ccc(F)cc1)n1nc(-c2ccccc2)nc1NCc1ccco1	nt	34	nt	nt	3%	?
N#CCCN(C(=O)COc1ccc(C#N)cc1)c1ccc(F)cc1	-11%	?	0%	-2%	-9%	3%
COCCn1nnnc1C(c1ccccc1OC)N1CCN(C(=O)c2ccco2)CC1 (stereo not drawn)	-2%	-27	?	0%	28%	3%
CC(=O)c1ccc(NC(=O)c2ccc3c(=O)n4c(nc3c2)CCCCC4)cc1	25%	-31	nt	10%	-14%	-6%
CCc1ccc(NS(=O)(=O)c2ccc3[nH]cc(C(=O)N(C)Cc4ccco4)c(=O)c3c2)cc1	-34%	15&20	-5%	-10%	-8%&-17%	0%&-1%
Cc1cc(NC(=O)CN2CCOCC2)n(-c2ccccc2)n1	-2%	37	0%	-11%	-4%	-3%

Some of the entries so far, with values under each structure.
Value order: AmpC inh no detg, HCMV antiviral, FBPA Giardia inh, AMA1-RON2 inh, Sm TGR block, AmpC inh detg
- O=C(N/N=C/c1cc(Cl)ccc1O)c1ccccc1Br
  -31%, -100*, 12%, 99%[activator], 4%, 5%
- Cc1cc(NC(=O)CN2CCOCC2)n(-c2ccccc2)n1
  -2%, 37, 0%, -11%, -4%, -3%
- N#CCCN(C(=O)COc1ccc(C#N)cc1)c1ccc(F)cc1
  -11%, ?, 0%, -2%, -9%, 3%
- COCCNC(=O)/C(C#N)=C/c1c(N2CCCCCC2)nc2c(C)cccn2c1=O
  98%[activator], -37, -4%, 0%, -4%, 1%
- CCOC(=O)c1cnc2c(C(=O)OC)cccc2c1NCc1ccco1
  2%, 98, -4%, 37%[activator], ?, -4%
- CC(=O)Oc1ccc2c(c1)C(=O)c1ccccc1CO2
  -29%, 11, -8%, -5%, ?, -6%

Additional structures.
SMILES	AmpC inh no detg	HCMV antiviral	FBPA Giardia inh	AMA1-RON2 inh	Sm TGR block	AmpC inh detg
O=C(O)c1cccc(NC(=O)c2ccc(CN3C(=O)c4ccccc4C3=O)cc2)c1	-24%	-24	-7%	0%	?	?
O=C(Nc1cc(S(=O)(=O)N2CCOCC2)ccc1N1CCCC1)c1cc(F)c(F)cc1Cl	10%	-26	nt	-21%	-7%	0%
COC(=O)c1cc2occc2n1Cc1nc(-c2ccccc2)oc1C	nt	-1	nt	nt	1%	7%
Cc1ccc(C(=O)Nc2scc(-c3ccccc3)c2C(=O)O)o1	-32%	-19	1%	-5%	-18%	-6%
O=C1CC(NS(=O)(=O)c2cccs2)CN1c1cccc(F)c1 (stereo not drawn)	?	-7	nt	-12%	4%	?
CN(c1ccccc1)c1nc2ccsc2c(=O)s1	-18%	-35	1%	37%[activator]	-1%	-6%
Cc1cc(N2CCC(C)CC2)nc(SCC(=O)c2ccccc2)n1	4%	?	0%	-4%	-4%	2%
Cc1cc(NC(=O)COC(=O)C2COc3ccccc3O2)no1 (stereo not drawn)	-23%	23	3%	-7%	1%	?
COc1ccc(-c2csc(NC(=O)Cc3cccc4ccccc34)c2C(=O)O)cc1	-24%[11.4 µM]	3	-11%	-4%	-2%	?
CCN1C(=O)NC2C1N(S(C)(=O)=O)CCN2S(C)(=O)=O (stereo not drawn)	-22%	-34	0%	5%	7%	?
Cc1cccc(Nc2nc(N)c([N+](=O)[O-])c(N3CCCC(C)C3)n2)c1 (stereo not drawn)	-16%	-77*	-6%	?	-11%	-14%
Cc1c(C=O)c2ccccn2c1C(=O)c1cccc([N+](=O)[O-])c1	-18%	2	-9%	1%	1%	0%
O=C(COc1ccccc1)N(Cc1cccc(F)c1)C1CCS(=O)(=O)C1 (stereo not drawn)	23%	3	nt	0%	1%	-4%
Fc1ccccc1C1=NC(c2ccc(C(F)(F)F)cc2)=Nc2ccccc2N1	nt	-15	nt	nt	-2%	20%
Cc1ccc(-c2nc(CNC(=O)c3cc(C)on3)cs2)cc1	-1%	-8	0%	-1%	-19%	1%
CCn1c(CSCc2ccc(Cl)cc2)nnc1SCC(=O)Nc1cccc(C(=O)O)c1	-19%	56	-4%	0%	-6%	-5%
CSc1ccc(CNC(=O)CCc2c(C)nn(-c3ccc(N4CCCC4)nn3)c2C)cc1	nt	18	nt	nt	4%	-3%
COc1ccc(C2CC(c3ccccc3)=NN2C(=O)COC(=O)c2cccnc2Cl)cc1 (stereo not drawn)	45%	36	-8%	-9%	-5%	-3%
COc1ccccc1NC(=O)N1CCC(c2nc3ccccc3o2)CC1	-11%	-15	3%	1%	9%	3%
CCC(C)N(C(=O)CSc1nnc(-c2cccs2)n1C1CC1)C1CCS(=O)(=O)C1 (stereo not drawn)	19%	8	nt	2%	0%	0%
COc1cc2[nH]c(=S)nc(NCCCOC(C)C)c2cc1OC	-11%	-15	-4%	7%	1%	0%
COc1ccc(-c2nnn(CC(=O)c3ccccc3)n2)cc1OC	-1%	7	-3%	11%	-8%	-7%
O=Nc1onc(-c2ccc([N+](=O)[O-])cc2)c1NO	-34%	-28	14µM*	83%[activator]	-6%	7%
CCc1cccc(C)c1NS(=O)(=O)c1ccc(-n2cccn2)cc1	nt	-20	nt	nt	0%	-3%
CC(C(=O)N1CCN(c2ccccc2)CC1)N1C(=O)C2CC=CCC2C1=O (stereo not drawn)	-5%	7	9%	1%	0%	?
(more compounds)
SMILES	AmpC inh no detg	HCMV antiviral	FBPA Giardia inh	AMA1-RON2 inh	Sm TGR block	AmpC inh detg
CCOCCCn1c(SCC(=O)Nc2ccc(F)cc2)nc2c(sc3ccccc32)c1=O	nt	-13	nt	nt	-7%	1%
CC(=O)Nc1cc(C(=O)c2ccccc2)ccc1N1CCOCC1	-8%	18	1%	9%	1%	-5%
O=C(NCCN1C(=O)S/C(=C/c2ccccc2)C1=O)C1CCCN1C(=O)c1cccs1 (stereo not drawn)	-14%	?	0%	9%	-13%	-7%
CCOc1ccc(N2CC(O)(c3cccs3)[N+]3=C2CCCC3)cc1 (stereo not drawn)	-20%	-9	10%	6%	10%	-8%
COc1ccc(C2CC(c3cccs3)=NN2C(=O)CSc2nnnn2C)cc1OC (stereo not drawn)	82%[activator]	?	3%	-5%	3%	2%
Cc1c(-c2ccccc2)n(-c2ccccc2O)c2nc3c(c(=O)n(C)c(=O)n3C)n12	nt	-64*	nt	nt	-1%	-1%
COc1ccc(CCN(C(=O)Cn2nnc3ccccc32)C(C(=O)NCC2CCCO2)c2ccncc2)cc1OC (stereo not drawn)	19%	83	1%	1%	1%	4%
Cc1ccc(N2CCN(S(=O)(=O)c3ccc(C)cc3)CC2)cc1	-14%	30	20%	2%	-2%	-2%
CSC(=S)N/N=C/c1ccc(N(C)C)cc1	-21%[11.4 µM]	-6	10%	-29%	-17%	?
Cc1ccc(NC(=O)C2CCCN(S(=O)(=O)c3ccc4c(c3)oc(=O)n4C)C2)nc1 (stereo not drawn)	-39%	?	3%	-5%	-9%	-11%
CN(C)CCNC(=O)/C(=C/c1ccc(-c2cccc(Cl)c2)o1)NC(=O)c1ccccc1	45%	12	-6%	-5%	2%	2%
CCOC(=O)c1ccc(-c2ccc(/C=C(\C#N)C(=O)NCC3CCCO3)o2)cc1 (stereo not drawn)	-18%	110	-10%	-11%	-12%	3%
Cc1[nH]n(-c2ccccc2)c(=O)c1C=Nc1cnc2ccccc2c1	72%[activator]	-11	-12%	-5%	-10%	-7%
CCc1ccc(NC(=O)Nc2ccc3c(c2)N(C)C(=O)CS3)cc1	-39%	-69*	-7%	-7%	4%	-9%
O=C(O)c1cc2sccc2s1	-9%	nt	13%	0%	22%[11.4 µM]	-3%
COC(=O)[C@@H]1[C@@H](C)N(Cc2ccccc2)C(=O)N[C@H]1c1ccccc1	nt	?	4%[12.9 µM]	-2%	nt	nt
COc1ccc(NS(=O)(=O)c2ccc(C(=O)N3CCN(Cc4ccccc4)CC3)cc2)cc1	122%[activator]	-31	6%	-12%	-7%	-13%
Cn1cnc([N+](=O)[O-])c1Sc1ccc(C(C)(C)C)cc1	23%	37	6%	9%	?	6%
CN(C)c1nc(N)c([N+](=O)[O-])c(NCc2ccccc2)n1	-16%	12	-1%	2%	-2%	-9%
Cc1ccc(Cl)c(NC(=S)N(CCCN2CCOCC2)Cc2ccco2)c1	97%[activator]	?	2%	-5%	-10%	1%
Cc1nn(C)c(C)c1CNC(=O)Nc1ccc(Cl)cc1	-11%	65	0%	-14%	-2%	2%
CCSc1cc(N2CCCC2)nc(-c2ccc(Cl)cc2)n1	-11%	-1	nt	22%	-4%	8%

Compounds were not picked by outcome; overall some 7.8% were active at least once.
